SENP6 inh = blocks the human protease SENP6. Q9GZR1. Recombinant SENP6 catalytic domain, aminoluciferin luminescence. inhibition, % at 10 µM. actives 1.8% (n = 330,000);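 active means inhibition above about 50% at the single tested dose, limit read from the data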;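 further: plate controls were DMSO wells with enzyme for no effect and DMSO wells lacking enzyme for full effect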
Target sequence (Q9GZR1 628-1112 limits assumed): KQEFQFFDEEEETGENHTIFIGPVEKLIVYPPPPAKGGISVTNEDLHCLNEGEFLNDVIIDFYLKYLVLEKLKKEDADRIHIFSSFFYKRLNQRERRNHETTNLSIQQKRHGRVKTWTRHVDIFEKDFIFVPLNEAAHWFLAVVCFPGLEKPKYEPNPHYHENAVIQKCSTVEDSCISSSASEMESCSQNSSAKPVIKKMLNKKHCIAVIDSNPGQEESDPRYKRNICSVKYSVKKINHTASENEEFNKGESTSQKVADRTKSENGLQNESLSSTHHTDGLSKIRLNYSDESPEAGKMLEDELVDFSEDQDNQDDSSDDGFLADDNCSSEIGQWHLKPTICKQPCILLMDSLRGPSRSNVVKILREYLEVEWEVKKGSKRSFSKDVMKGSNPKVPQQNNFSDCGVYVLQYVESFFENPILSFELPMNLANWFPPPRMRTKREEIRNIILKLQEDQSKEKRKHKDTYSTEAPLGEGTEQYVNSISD
UBC13 polyUb = human UBC13 polyubiquitination inhibition; inhibition, % at 20 µM; AID 485273; P61088; actives 0.47% (n = 330,000); UBC13 polyubiquitin chain formation, TR-FRET; in the data active means inhibition above about 45%, passing the limit was not always enough; inconclusive means no clear call, values can overlap the other calls
Target sequence (P61088 whole entry, looked up): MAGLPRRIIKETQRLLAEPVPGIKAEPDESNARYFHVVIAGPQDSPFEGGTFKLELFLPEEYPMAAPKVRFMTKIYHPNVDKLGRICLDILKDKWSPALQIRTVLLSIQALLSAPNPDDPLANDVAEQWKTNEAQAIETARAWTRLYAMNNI
PfGluPho inh = PfG6PD (Plasmodium falciparum) enzyme inhibition. actives 0.78% (n = 350,000). inhibition, % at 20 µM. PfGluPho enzyme, NADPH resazurin-diaphorase fluorescence;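 active means inhibition reaching at least a set limit at 20 µM in the primary screen, cut at about 59% in these data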;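 further: 0% = DMSO wells with substrate and 100% = DMSO wells lacking glucose-6-phosphate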
MIN6 prolif = induces beta-cell replication in MIN6 cells | MIN6 cells proliferation, ATPlite luminescence, 48 h; cells starved in 0.2% serum; 100% = growth in 10% serum | proliferation, % at 10 µM | actives 0.29% (n = 330,000) | AID 2380;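 active means compounds whose signal lies at least 3.5 SD above the mean of all wells on their plate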;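 further: 0% = DMSO-treated cells in low-serum medium and 100% = 10% serum control; some compounds called inactive have numbers as strong as hits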
SENP8 block-1 = blocks the human protease SENP8 | purified SENP8, Z-RLRGG-aminoluciferin cleavage, luminescence | inhibition, % at 10 µM | actives 1.2% (n = 330,000) | AID 2540; in the data active means inhibition above about 50%
Target sequence (Q96LD8 whole entry, looked up): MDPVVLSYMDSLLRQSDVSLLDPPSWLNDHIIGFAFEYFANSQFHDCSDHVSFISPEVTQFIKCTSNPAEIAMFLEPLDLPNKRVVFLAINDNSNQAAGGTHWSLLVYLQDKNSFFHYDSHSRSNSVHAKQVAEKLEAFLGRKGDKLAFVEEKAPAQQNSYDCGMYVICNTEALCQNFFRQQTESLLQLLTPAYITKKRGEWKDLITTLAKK
HKDC1 inh = HKDC1 (human) hexokinase inhibition | AID 493160 | actives 0.16% (n = 340,000) | inhibition, % at 20 µM | recombinant HKDC1, G6PDH/diaphorase resazurin coupled fluorescence | Q2TB90;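 active means inhibition above about 35% when tested at 20 µM, limit read from the data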;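 further: plate controls were DMSO wells with enzyme for no effect and DMSO wells lacking enzyme for full effect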
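Material – in-house recombinant HK5 (HKDC1) enzyme · Quantity – HKDC1 at 5 µg/mL · Buffer or medium – pH 8.0 Tris buffer with 10 mM MgCl2 · Reagent – glucose with 1 mM ATP · Dosing – single 20 µM dose · Times – reaction time 90 min, room temperature, protected from light · Technique – resorufin fluorescence at 613 nm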
SENP8 block-2 = inhibitors of human SENP8 protease; Q96LD8; recombinant SENP8, Nedd8 substrate fluorescence; inhibition, % at 20 µM; actives 0.64% (n = 360,000); AID 602440; in the data active means inhibition mostly above about 40%, no sharp cut-off; inactive means mostly below about 27%
SENP7 block = SENP7 protease inhibition. AID 434973. inhibition, % at 5 µM. actives 1.5% (n = 330,000). recombinant SENP7, Z-RLRGG-aminoluciferin luminescence, 40 min;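 active means inhibition above about 50% at the single test dose, limit read from the data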;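 further: plate controls were DMSO with enzyme for no effect and no enzyme buffer wells for full effect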
SENP1 inh = blocks the human SENP1 SUMO protease catalytic domain; recombinant SENP1 catalytic domain, CyPet-SUMO1-YPet FRET cleavage; inhibition, % at 10 µM; actives 0.21% (n = 360,000); Q9P0U3;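 active means inhibition at least 30% at 10 µM, raw YFP signal under a set limit, fluorescence ratio 0.5 to 1.5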;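 further: 0% = enzyme with DMSO and 100% = no enzyme wells; some results filed as inactive read as strong as hits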
Target sequence (Q9P0U3 419-644 limits assumed): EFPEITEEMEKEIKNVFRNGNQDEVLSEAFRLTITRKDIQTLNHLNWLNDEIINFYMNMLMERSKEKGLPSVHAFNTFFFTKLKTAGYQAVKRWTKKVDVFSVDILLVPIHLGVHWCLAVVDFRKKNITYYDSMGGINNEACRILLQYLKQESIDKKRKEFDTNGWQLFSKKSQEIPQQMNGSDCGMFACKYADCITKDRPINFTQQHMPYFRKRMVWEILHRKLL
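Material – human SENP1 catalytic domain · Input – SENP1 enzyme, 20 pM final · Compound dosing – single concentration of 10 µM compound, 0.5% DMSO final · Timing – enzyme reaction for 50 min at room temperature, dark · Measured by – FRET fluorescence in CFP and YFP emission channels · Control set – no-enzyme wells low, DMSO-plus-enzyme wells high control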
Numbers without * were called inactive.

How did COC(=O)c1ccccc1S(=O)(=O)N1CCC(C(=O)OC(C)C(=O)Nc2ccccc2OC)CC1 (stereo not given) do in these assays?
SENP6 inh: -12.9; UBC13 polyUb: 23.4; PfGluPho inh: -9.2; MIN6 prolif: 3.6; SENP8 block-1: -8.8; HKDC1 inh: 1.8; SENP8 block-2: -2.7; SENP7 block: 3.5; SENP1 inh: -0.3

How did O=C(COc1ccc(Cl)cc1)Nc1ccccc1C(=O)NCc1cccnc1 do in these assays?
SENP6 inh: -9.9; UBC13 polyUb: 7.0; PfGluPho inh: 3.8; MIN6 prolif: 0.6; SENP8 block-1: 8.1; HKDC1 inh: -1.4; SENP8 block-2: -41.6; SENP7 block: -2.9; SENP1 inh: 1.6

What do the screens show for `CCc1sc(/C=C(/C#N)C(N)=S)cc1[N+](=O)[O-]`?
PfGluPho inh: 33.1; HKDC1 inh: 19.8; SENP8 block-2: 11.7; SENP1 inh: 6.3

Results for O=C(CSc1nnc(NC(=O)c2ccco2)s1)NCc1ccc2c(c1)OCO2 ?
SENP6 inh: -2.5; UBC13 polyUb: -5.8; PfGluPho inh: -17.4; MIN6 prolif: -2.8; SENP8 block-1: -5.4; HKDC1 inh: -2.6; SENP8 block-2: -15.2; SENP7 block: 1.2; SENP1 inh: 0.7

How did O=C(Cn1nnc2ccccc2c1=O)NCC1CCC(C(=O)O)CC1 (stereo not given) do in these assays?
SENP6 inh: -7.6; UBC13 polyUb: -3.1; PfGluPho inh: -23.6; MIN6 prolif: 2.9; SENP8 block-1: -1.1; HKDC1 inh: 8.5; SENP8 block-2: 14.0; SENP7 block: 0.4; SENP1 inh: 2.2

How did N#Cc1ccccc1NC(=O)CSc1n[nH]c(-c2ccco2)n1 do in these assays?
SENP6 inh: -0.5; UBC13 polyUb: -5.5; PfGluPho inh: -4.3; MIN6 prolif: -2.6; SENP8 block-1: -8.3; HKDC1 inh: 0.3; SENP8 block-2: -5.7; SENP7 block: 16.5; SENP1 inh: -2.4

What do the screens show for `NS(=O)(=O)c1ccc(CCNC(=O)CC(c2ccccc2)c2ccccc2)cc1`?
SENP6 inh: 3.3; UBC13 polyUb: -2.0; PfGluPho inh: 1.1; MIN6 prolif: -1.8; SENP8 block-1: -0.5; HKDC1 inh: 2.0; SENP8 block-2: -2.8; SENP7 block: -6.1; SENP1 inh: -0.3

How did COC(=O)CCC(=O)NNC(=O)CCCOc1ccc(Cl)cc1Cl do in these assays?
SENP6 inh: -4.0; UBC13 polyUb: 3.3; PfGluPho inh: -4.7; MIN6 prolif: -2.0; SENP8 block-1: -0.5; HKDC1 inh: -12.8; SENP8 block-2: 21.1; SENP7 block: 8.0; SENP1 inh: 2.3

Results for CN(C(=O)c1cccc(NC(=O)Cc2ccc(NC(=O)C3CCCN(C(=O)c4ccccc4)C3)cc2)c1)C1CCCCC1 (stereo not given) ?
PfGluPho inh: 0.8; HKDC1 inh: -5.6; SENP8 block-2: -5.3; SENP1 inh: 1.8

Results for Cc1ccc(-c2csc3ncnc(N4CCc5ccccc5C4)c23)cc1 ?
SENP6 inh: 5.4; UBC13 polyUb: -3.7; PfGluPho inh: -10.4; MIN6 prolif: 0.0; SENP8 block-1: -1.2; HKDC1 inh: -2.7; SENP8 block-2: -2.9; SENP7 block: 3.5; SENP1 inh: -23.9

What do the screens show for `CC1=C(C(=O)OCC2CCCO2)C(c2cccc(C(F)(F)F)c2)C2=C(CC(c3ccco3)CC2=O)N1` (stereo not given)?
SENP6 inh: -4.0; UBC13 polyUb: 8.5; PfGluPho inh: 18.3; MIN6 prolif: -4.4; SENP8 block-1: 6.9; HKDC1 inh: 7.7; SENP8 block-2: -297.0; SENP7 block: 6.9; SENP1 inh: -52.6

How did COc1ccccc1NS(=O)(=O)c1cccc(C(=O)NN=C2CCCCCC2)c1 do in these assays?
SENP6 inh: -26.8; UBC13 polyUb: 9.3; PfGluPho inh: 10.1; MIN6 prolif: 1.8; SENP8 block-1: -7.4; HKDC1 inh: -6.2; SENP8 block-2: 9.4; SENP7 block: 1.0; SENP1 inh: 0.6

Reprinted from the entries so far, two compounds:
Results for O=C(CSc1nnc(NC(=O)c2ccco2)s1)NCc1ccc2c(c1)OCO2 ?
SENP6 inh: -2.5; UBC13 polyUb: -5.8; PfGluPho inh: -17.4; MIN6 prolif: -2.8; SENP8 block-1: -5.4; HKDC1 inh: -2.6; SENP8 block-2: -15.2; SENP7 block: 1.2; SENP1 inh: 0.7

How did O=C(Cn1nnc2ccccc2c1=O)NCC1CCC(C(=O)O)CC1 (stereo not given) do in these assays?
SENP6 inh: -7.6; UBC13 polyUb: -3.1; PfGluPho inh: -23.6; MIN6 prolif: 2.9; SENP8 block-1: -1.1; HKDC1 inh: 8.5; SENP8 block-2: 14.0; SENP7 block: 0.4; SENP1 inh: 2.2

Next part:
How did COc1ccc(CCn2c(-c3ccc(Cl)cc3)n[nH]c2=S)cc1OC do in these assays?
SENP6 inh: -11.1; UBC13 polyUb: -0.6; PfGluPho inh: 20.4; MIN6 prolif: 0.0; SENP8 block-1: 5.6; HKDC1 inh: 3.6; SENP8 block-2: 9.7; SENP7 block: 1.4; SENP1 inh: 0.1

Results for O=C(CCNc1ccc(F)cc1)c1cc2ccccc2o1 ?
SENP6 inh: 12.8; UBC13 polyUb: -14.2; PfGluPho inh: 0.3; MIN6 prolif: -6.5; SENP8 block-1: 2.5; HKDC1 inh: 3.7; SENP8 block-2: 20.1; SENP7 block: -9.1; SENP1 inh: -1.2

What do the screens show for `O=C(O)c1cccc(S(=O)(=O)Nc2ccc3oc(=O)sc3c2)c1`?
SENP6 inh: 12.3; UBC13 polyUb: 3.5; PfGluPho inh: 23.8; MIN6 prolif: -3.7; SENP8 block-1: 7.1; HKDC1 inh: -1.1; SENP8 block-2: 17.7; SENP7 block: 5.7; SENP1 inh: 0.9

How did COc1ccc2c(=O)c3c(=O)n(Cc4ccco4)c(-c4cc(OC)c(OC)c(OC)c4)nc3oc2c1 do in these assays?
SENP6 inh: 3.2; UBC13 polyUb: 10.1; PfGluPho inh: -21.0; MIN6 prolif: -1.2; SENP8 block-1: -2.8; HKDC1 inh: -13.9; SENP8 block-2: -172.6; SENP7 block: 0.7; SENP1 inh: -0.3

What do the screens show for `CC(C)CNC(=O)COC(=O)c1ccc(F)cc1Cl`?
SENP6 inh: -15.5; UBC13 polyUb: 2.4; PfGluPho inh: -4.1; MIN6 prolif: -0.7; SENP8 block-1: -0.9; HKDC1 inh: -4.6; SENP8 block-2: 4.3; SENP7 block: -2.1; SENP1 inh: 2.2

How did Nc1cc(=O)[nH]c(SCC(=O)c2ccc(F)cc2)n1 do in these assays?
SENP6 inh: -14.0; UBC13 polyUb: 5.4; PfGluPho inh: -3.4; MIN6 prolif: 8.3*; SENP8 block-1: 0.7; HKDC1 inh: 11.0; SENP8 block-2: 8.3; SENP7 block: 2.2; SENP1 inh: -0.5

What do the screens show for `CCCN(Cc1ccccc1)C(=S)Nc1ccc(OC(F)F)cc1`?
SENP6 inh: 1.6; UBC13 polyUb: 21.3; PfGluPho inh: -15.2; MIN6 prolif: -1.5; SENP8 block-1: -2.6; HKDC1 inh: 13.6; SENP8 block-2: 26.6; SENP7 block: 9.4; SENP1 inh: 2.4

What do the screens show for `O=C(Nc1cc(C(=O)Nc2ccccc2C(=O)O)cc(C(=O)Nc2ccccc2C(=O)O)c1)c1ccccc1`?
SENP6 inh: 15.7; UBC13 polyUb: -6.0; PfGluPho inh: -18.9; MIN6 prolif: -5.2; SENP8 block-1: 9.7; HKDC1 inh: 28.4; SENP8 block-2: -1.7; SENP7 block: -1.0; SENP1 inh: -3.6

What do the screens show for `O=C(Nc1nc(=S)ss1)c1c(F)cccc1F`?
SENP6 inh: 10.7; UBC13 polyUb: -3.5; PfGluPho inh: 61.5*; MIN6 prolif: 1.5; SENP8 block-1: -2.6; HKDC1 inh: -9.5; SENP8 block-2: 18.7; SENP7 block: -0.3; SENP1 inh: 0.8

How did CCOc1ccc(CC(=O)Nc2ccc(S(=O)(=O)N3CCCC3)cc2)cc1 do in these assays?
SENP6 inh: -9.5; UBC13 polyUb: 6.0; PfGluPho inh: -11.4; MIN6 prolif: 1.3; SENP8 block-1: 3.1; HKDC1 inh: -9.0; SENP8 block-2: 8.6; SENP7 block: -0.3; SENP1 inh: 2.9

What do the screens show for `Nc1c(C(=O)CSc2nnc(Nc3ccc(F)cc3)s2)c(=O)[nH]c(=O)n1C1CC1`?
SENP6 inh: -11.5; UBC13 polyUb: -3.0; PfGluPho inh: 34.8; MIN6 prolif: -1.1; SENP8 block-1: -9.5; HKDC1 inh: 8.9; SENP8 block-2: 3.3; SENP7 block: -7.2; SENP1 inh: -1.5

What do the screens show for `COC(=O)c1ccc(Oc2cc(C)nc(Cl)n2)cc1`?
SENP6 inh: -0.9; UBC13 polyUb: -4.0; PfGluPho inh: -17.9; MIN6 prolif: -2.3; SENP8 block-1: -4.5; HKDC1 inh: -6.1; SENP8 block-2: 21.3; SENP7 block: -2.2; SENP1 inh: 0.5

Results for COCc1[nH]c(=S)c(C#N)cc1C(=O)OC ?
SENP6 inh: -9.7; UBC13 polyUb: inconclusive; PfGluPho inh: 58.2; MIN6 prolif: -2.8; SENP8 block-1: -7.7; HKDC1 inh: 9.1; SENP8 block-2: 25.4; SENP7 block: 8.7; SENP1 inh: -8.8

Results for COc1ccc(-c2n[nH]c(=S)n2-c2ccc(C)cc2)cc1OC ?
SENP6 inh: 11.9; UBC13 polyUb: 3.8; PfGluPho inh: 35.3; MIN6 prolif: -3.7; SENP8 block-1: 3.4; HKDC1 inh: 8.5; SENP8 block-2: -2.2; SENP7 block: 0.3; SENP1 inh: -0.3

How did O=C(NNC(=S)Nc1ccc(Br)cc1)c1ccc(N2CCOCC2)c([N+](=O)[O-])c1 do in these assays?
SENP6 inh: 4.1; UBC13 polyUb: -20.7; PfGluPho inh: 5.8; MIN6 prolif: 0.0; SENP8 block-1: 1.8; HKDC1 inh: -10.2; SENP8 block-2: 21.8; SENP7 block: 9.8; SENP1 inh: -0.1

Results for CCCCn1c(=O)[nH]c(=O)c2c1ncn2Cc1ccco1 ?
SENP6 inh: -7.7; UBC13 polyUb: 9.8; PfGluPho inh: -1.4; MIN6 prolif: 1.2; SENP8 block-1: 1.4; HKDC1 inh: -7.9; SENP8 block-2: -9.3; SENP7 block: -1.8; SENP1 inh: -6.3

What do the screens show for `CCOc1ccc(S(=O)(=O)N2CCC(C(=O)NCc3cccnc3)CC2)cc1Cl`?
SENP6 inh: -17.7; UBC13 polyUb: 0.3; PfGluPho inh: -18.3; MIN6 prolif: 1.3; SENP8 block-1: 2.3; HKDC1 inh: -1.6; SENP8 block-2: 11.3; SENP7 block: -8.4; SENP1 inh: 0.7

Results for CCOC(=O)C(=O)c1cn(C2OCC(OC(C)=O)C(OC(C)=O)C2OC(C)=O)c2ccccc12 (stereo not given) ?
SENP6 inh: -4.4; UBC13 polyUb: -6.9; PfGluPho inh: -12.7; MIN6 prolif: 1.0; SENP8 block-1: -8.0; HKDC1 inh: -3.1; SENP8 block-2: 21.6; SENP7 block: -2.4; SENP1 inh: 2.0

How did COCCNC(=O)CN1CCN(Cc2cccc(Cl)c2)C1=O do in these assays?
SENP6 inh: -4.0; UBC13 polyUb: 2.3; PfGluPho inh: -7.6; MIN6 prolif: -3.1; SENP8 block-1: 1.6; HKDC1 inh: -2.2; SENP8 block-2: 4.2; SENP7 block: -3.3; SENP1 inh: 2.5

Outcome played no part in choosing rows; 4% or so of the library scored in one or more.
